USP1 inh: blocks the human USP1/UAF1 deubiquitinase complex; Potency, µM (doses to about 57.1 µM), inactives show at the highest dose activity change, negative = inhibition, hits mostly inhibitors; recombinant USP1/UAF1, Ub-Rhodamine cleavage fluorescence; actives 0.23% (n = 390,000); O94782; also: potency is read from the fitted curve at half-maximal effect; % is scaled to controls: 0 for no effect and ±100 for the full control effect; nearly all actives have a fitted effect of over 60% in size; inactives centre near -12
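1 nM enzyme complex + cpd, 15 min RT; start with Ub-Rho 150nM final; kinetic fluorescence ex 480/em 540, 6 reads q60 s. Buffer 50mM HEPES pH 7.8, 0.5mM EDTA, 0.1 mg/ml BSA, 1mM TCEP, 0.01% Tween-20.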
TrxR1 inh: rat TrxR1 inhibition. recombinant rTrxR1, NADPH fluorescence consumption, selenite substrate. Potency, µM (titrated, usually from 114 µM), inactives show top-dose activity change, negative = inhibition, usual class: inhibitors. actives 1% (n = 390,000). AID 588453; also: potency is read from the fitted curve at half-maximal effect; % is scaled to controls: 0 for no effect and ±100 for the full control effect; nearly all actives have a fitted effect of over 65% in size
Target sequence (O89049 whole entry, looked up): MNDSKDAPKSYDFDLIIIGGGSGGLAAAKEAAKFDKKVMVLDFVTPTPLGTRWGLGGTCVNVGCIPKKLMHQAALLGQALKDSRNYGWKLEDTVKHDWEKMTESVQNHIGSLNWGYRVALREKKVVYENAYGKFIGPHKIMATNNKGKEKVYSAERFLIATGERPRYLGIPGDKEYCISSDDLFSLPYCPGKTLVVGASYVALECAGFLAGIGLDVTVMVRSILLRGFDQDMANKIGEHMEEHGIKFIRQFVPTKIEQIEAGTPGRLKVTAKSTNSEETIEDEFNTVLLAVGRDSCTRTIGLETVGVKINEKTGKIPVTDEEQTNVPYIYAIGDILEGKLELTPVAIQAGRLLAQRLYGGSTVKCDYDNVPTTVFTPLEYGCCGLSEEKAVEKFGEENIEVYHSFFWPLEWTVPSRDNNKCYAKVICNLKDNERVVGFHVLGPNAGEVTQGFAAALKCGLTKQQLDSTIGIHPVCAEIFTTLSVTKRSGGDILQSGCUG
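Rat TrxR1 (90 nM in the dispensed reagent) was pre-reduced with 400 uM NADPH for 5 min at room temperature, then incubated with compound for 15 min. After 400 uM selenite was added, NADPH fluorescence (Ex 340/Em 450 nm) was followed for 8 min.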
TRHR PAM: allosterically enhances the human TRH receptor | TRHR cells, fluo-8 calcium fluorescence, EC20 TRH enhancement | enhancement, % at 2 µM | AID 493056 | P34981 | actives 0.66% (n = 360,000); in the data active = enhancement above about 30%; also: 0% is about no effect
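Enhancer read-out: after compound pinning and an initial kinetic agonist-mode read, an EC20 of TRH (10 nM final) was injected and fluo-8 calcium signal (Ex 480/Em 530) followed at 1 s/cycle for 100 cycles in TRHR-expressing cells.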
D2 agonist: agonists of human D2 dopamine receptor; actives 0.53% (n = 340,000); HEK293 T-REx D2 cells, calcium flux agonist mode; activation, % at 2 µM; P14416; AID 485358;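 active = activation over 3 SD above normal in the single-dose calcium agonist read, cut at about 30% in these data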; also: 0% is about no effect
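In this primary screen, compounds producing a positive calcium signal within 180 s of addition to tetracycline-induced, force-coupled HEK293 Trex D2 cells are flagged; cells are dye-loaded with a no-wash calcium kit beforehand.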
TrxR1 substrate: is turned over as a substrate by rat TrxR1; purified TrxR1 substrate turnover, NADPH consumption readout; O89049; actives 0.01% (n = 390,000); Potency, µM (series often up to 114 µM), without a hit: top-dose activity change, negative = substrate turnover; also: potency is read from the fitted curve at half-maximal effect; % is scaled to controls: 0 for no effect and ±100 for the full control effect; nearly all actives have a fitted effect of over 50% in size
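Rat TrxR1, dispensed at 90 nM, was prereduced with 400 uM NADPH (final) for 5 min at ~22 deg C, then incubated with compound 15 min before 400 uM selenite. A first-read NADPH fluorescence drop versus no-compound background flagged substrates.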
mIDH1 inhibitor: human IDH1 R132H inhibition. IDH1-R132H enzyme, NADPH consumption, diaphorase/resazurin fluorescence. Potency, µM (doses to about 76.6 µM), inactives show at the highest dose activity change, negative = inhibition, actives largely listed as inhibitors. actives 0.093% (n = 390,000). AID 602179; also: potency is read from the fitted curve at half-maximal effect; % is scaled to controls: 0 for no effect and ±100 for the full control effect; nearly all actives have a fitted effect of over 65% in size
Target sequence (O75874 whole entry R132H, stated change not applied): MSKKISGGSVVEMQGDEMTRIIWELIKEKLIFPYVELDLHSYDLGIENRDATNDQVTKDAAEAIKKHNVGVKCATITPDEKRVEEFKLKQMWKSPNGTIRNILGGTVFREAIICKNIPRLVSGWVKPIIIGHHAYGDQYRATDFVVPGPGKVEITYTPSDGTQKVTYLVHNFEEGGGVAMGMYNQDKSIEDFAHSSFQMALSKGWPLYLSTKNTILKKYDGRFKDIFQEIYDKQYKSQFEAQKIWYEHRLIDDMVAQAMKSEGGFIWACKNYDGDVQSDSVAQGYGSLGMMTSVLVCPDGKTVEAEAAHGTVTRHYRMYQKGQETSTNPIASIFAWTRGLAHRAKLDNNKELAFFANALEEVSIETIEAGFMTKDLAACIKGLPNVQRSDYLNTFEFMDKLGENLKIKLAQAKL
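IDH1-R132H (0.5 ug/mL) preincubated 30 min with compound, then NADPH (0.016 mM) and alpha-KG (2 mM) added; 80 min at RT, pH 7.5. Remaining NADPH coupled via diaphorase/resazurin to fluorescence (540/590 nm); concentration-response curves normalized to no-enzyme control.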
PI4K2A inh: inhibitors of human PI4K2A. Q9BTU6. purified PI4K2A, ADP-Glo luminescence, 1 h; stronger effect = lower value. actives 0.13% (n = 420,000). AID 1346378. activity change, negative = inhibition, % at 76.9 µM; in the data active = activity change below about -50%; inconclusive = mostly about -30% to -49%;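 also: -100% = wells without enzyme as full effect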
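In this quantitative HTS, ADP production by PI4K2A was quantified luminescently after 1 h at ambient temperature; 100 microM adenosine served as plate-quality control.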
D2 antagonist: antagonizes the human D2 dopamine receptor. HEK293 TREx D2 cells, calcium flux, dopamine EC80. inhibition, % at 10 µM. actives 2% (n = 340,000); in the data active = inhibition above about 30%; also: 0% is about no effect
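Dopamine at EC80 is the agonist stimulus; test compounds precede it by 180 s. Calcium flux read kinetically in a force-coupled, inducible HEK293 T-REx D2 cell line.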
TRHR ag: TRH receptor (human) agonism | TRHR cells, calcium flux fluo-8, FDSS agonist mode | activation, % at 2 µM | actives 0.18% (n = 360,000); in the data active = activation above about 30%; also: 0% is about no effect
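In this calcium-flux screen, cells bearing human TRHR are dye-loaded with fluo-8, baselined for 10 cycles, then exposed to library compounds; positive kinetic calcium responses during the agonist phase mark hits, with TRH as control.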
Starred values were filed as active, the others as inactive; ? = inconclusive; . = no result given; [ ] = remark or other dose. Unless noted, calls follow the shape of the dose curve; as a rule, active = well fitted inhibition curve with a large enough effect; inconclusive = small, poorly fitted or top-dose-only effect; inactive = no such curve, though single readings can be large or run the other way.

SMILES | USP1 inh | TrxR1 inh | TRHR PAM | D2 agonist | TrxR1 substrate | mIDH1 inhibitor | PI4K2A inh | D2 antagonist | TRHR ag
COc1ccc(-n2c(Cc3cccn3C)nnc2SCC(=O)NC2CCCC2)cc1 | -5% | 7%[57.1 µM] | -9 | -1.7 | 12%[57.1 µM] | 5% | 4 | -8 | -0.1
CCCn1c(=O)c2sccc2n2c(CCCC(=O)Nc3ccc(C)c(F)c3)nnc12 | -7% | 10% | -3 | 0.8 | 2% | -13% | 0 | . | 0.4
O=C1c2nccnc2C(=O)N1c1ccc(F)cc1 | -10% | 19%[57.1 µM] | -1 | . | 0%[57.1 µM] | 6% | 0 | . | 0.0
CCC(C(=O)Nc1cccc(C(=O)O)c1C)c1ccccc1 (stereo unspecified) | -18% | 16%[57.1 µM] | 1 | 0.6 | 6%[57.1 µM] | -1% | 1 | -11 | 0.2
O=C(c1ccccc1)N1CCN(C(=O)c2ccccc2)c2ccccc21 | -4% | 32% | . | . | 16% | 5% | -5 | . | .
O=CN1CCN(c2c([N+](=O)[O-])c(=O)oc3ccccc23)CC1 | 2% | -14% | 6 | -1.7 | -10% | 1% | -2 | -1 | -0.6
O=c1c2cccnc2n(Cc2ccc(Cl)cc2)c(=O)n1Cc1ccc(F)cc1 | -26% | -9% | 1 | -0.2 | 34%[activator] | -10% | 2 | . | -0.3
Nc1ccccc1Nc1nc2ccccc2[nH]1 | -3% | 14%[57.1 µM] | -1 | 0.6 | 7%[2.29 µM] | 0% | -14 | 3 | 0.4
Cc1cc(OCC(=O)NCCO)ccc1Cl | -7% | 6% | -9 | -1.5 | -2% | 3% | 3 | 6 | 0.1
COc1ccccc1CNC(=O)CSc1ccccc1 | -11% | 8%[57.1 µM] | 6 | -1.2 | 9%[57.1 µM] | 5% | -6 | 18 | -0.6
Cc1ccc(OCC(=O)Nc2sc3c(c2C(N)=O)CCCC3)c(C(C)(C)C)c1 | -5% | 16% | 8 | -0.4 | 7% | . | -6 | . | 0.3
CC(C)OC(=O)c1ccc(COc2ccc3ccc(=O)oc3c2)o1 | -9% | 10%[57.1 µM] | -4 | -0.6 | 24%[57.1 µM] | 2% | -1 | 6 | 0.3
COC(=O)C1(O)CC(CC(C)C)=NN1C(=O)c1ccccc1 (stereo unspecified) | 1% | -11%[57.1 µM] | -6 | 1.0 | 10%[57.1 µM] | 7% | 15 | -24 | 0.1
CC(C)(C)OC(=O)N1CCC[C@H]1C(=O)NCC1CCC(C(=O)O)CC1 (stereo partly specified) | -6% | -17% | 3 | 0.0 | -15% | 2% | 2 | -3 | 0.5
CC(C)c1ccc(N(CC(=O)NC2CCCC2)C(=O)CCC(=O)Nc2nccs2)cc1 | -22% | 22% | 4 | 1.0 | 8% | -1% | 0 | -8 | 1.8
COc1ccccc1NC(=O)NC1CCS(=O)(=O)C1 (stereo unspecified) | -8% | 11% | -6 | 0.7 | -1% | -11% | 1 | 39* | 0.4
O=C(COC(=O)c1n[nH]c2ccccc12)c1cccc(Br)c1 | -8% | -13% | 5 | 1.9 | -12% | 0% | -3 | 7 | 0.9
O=C(Nc1cccc(S(=O)(=O)N2CCCCC2)c1)c1cncc(Br)c1 | -18% | 15% | . | . | -7% | -11% | 0 | . | .
COc1ccc(CNC(=O)CN2C(=O)COc3ccc(S(=O)(=O)N4CCCCCC4)cc32)cc1 | -6% | 15% | -12 | -1.5 | 5% | 5% | 1 | . | -0.4
Cn1c(CN2CCCC2)nc2cc(NC(=O)COc3ccc([N+](=O)[O-])cc3)ccc21 | -16% | -12% | 4 | -1.3 | -13% | 2% | 0 | 23 | 0.3
O=C(C1CCCN(S(=O)(=O)Cc2ccccc2)C1)N1CCCCC1 (stereo unspecified) | 2% | 18%[57.1 µM] | 3 | -0.4 | 10%[57.1 µM] | 2% | 9 | -5 | -1.2
OCCN1CCN(c2ncnc3sc(-c4ccccc4)cc23)CC1 | -20% | 10%[57.1 µM] | 1 | 1.4 | 7%[57.1 µM] | 1% | -1 | 15 | 1.0
Cc1csc(=O)n1CCC(=O)OCC(=O)c1c(N)n(CC(C)C)c(=O)n(C)c1=O | -12% | -17% | 14 | -0.1 | -13% | 5% | 3 | -5 | 0.0
COc1ccccc1C(=O)Nc1nc2ccc(S(=O)(=O)N3CCCC3)cc2s1 | -8% | 16%[57.1 µM] | 1 | 0.5 | 8%[57.1 µM] | -2% | 0 | . | 0.0
COc1ccc(-c2csc3ncnc(N4CCN(S(=O)(=O)c5ccc(Cl)s5)CC4)c23)cc1 | -25% | 2%[57.1 µM] | -2 | -0.1 | -2%[57.1 µM] | 11% | -2 | 1 | 0.7
O=C1CC(N2CCN(Cc3ccc(Cl)cc3)CC2)C(=O)N1CCc1ccccc1 (stereo unspecified) | -17% | 3% | -1 | 0.4 | 0% | -3% | -2 | 15 | 0.0
COC(=O)CCC(=O)Nc1sc(C)c(C)c1C(N)=O | -25% | -9% | 3 | 0.9 | -3% | 5% | 6 | -1 | 0.4
CC(=O)Nc1ccc(S(=O)(=O)N2CCN(C(=O)c3cccnc3)CC2)cc1 | -23% | 22% | 2 | 0.2 | 5% | 2% | 0 | 5 | 0.2
Cc1nn(CC(=O)NCc2ccc(OC(C)C)cc2)c(=O)c2cc3occc3n12 | . | . | -18 | 0.2 | . | . | . | 0 | -0.4
CCC(C)(C)NC(=O)C(c1cccs1)N(C(=O)c1ccn[nH]1)c1ccccc1 (stereo unspecified) | -6% | -3% | 20 | -0.3 | -11% | -2% | -1 | 8 | -0.2
Clc1ccc(CSc2nnc(-c3sccc3-n3cccc3)o2)cc1 | -14% | 18%[57.1 µM] | 5 | -0.4 | 8%[57.1 µM] | 2% | 6 | 3 | 1.5
CC(C)(C)c1ccc(OCCn2cc(C(=O)c3ccco3)c3ccccc32)cc1 | -24% | 18% | -10 | 0.9 | -3% | 31% | -1 | . | 1.0
O=C(NCc1cccc(F)c1)c1ccc(CN2CC(=O)N3CCCCC3C2=O)cc1 (stereo unspecified) | -2% | 6% | -1 | -0.5 | -4% | 1% | -6 | . | 0.8
CCOC(=O)c1c(NC(=O)Nc2ccc(C)cc2)sc2c1CCN(C)C2 | ? | 2%[57.1 µM] | -4 | 0.3 | -1%[57.1 µM] | 10% | -5 | 1 | 0.5
CCC(=O)Nc1ccc(NC(=O)CSc2nc3c(c(=O)n(C)c(=O)n3C)n2CC)cc1 | ? | 4% | 2 | 0.9 | 3% | 0% | 3 | 9 | 0.3
COc1ccc(N(C)C(=O)CCS(=O)(=O)c2cccc3nonc23)cc1 | -27% | -28% | 6 | 0.1 | -6% | 6% | 0 | 7 | 0.3
O=C(CSc1nnc(-c2ccccc2)n1Cc1ccco1)Nc1ccc(S(=O)(=O)N2CCCC2)cc1 | -12% | -5% | -8 | 0.4 | 1% | -1% | 2 | 6 | -1.0
Cc1cc(C)n(-c2cccc(F)n2)n1 | 4% | 6%[57.1 µM] | -4 | 1.2 | 1%[57.1 µM] | 11% | 5 | -5 | 0.9
C=CCNC(=S)/C(=C(/[O-])c1ccccc1Br)[n+]1ccccc1 | -19% | 5% | 10 | 2.4 | 9% | 1% | -3 | -2 | 0.2
CCOC(=O)C1=C(C)NC(=O)NC1c1ccc([N+](=O)[O-])o1 (stereo unspecified) | -22% | -34% | 3 | 0.5 | -2% | 0% | 8 | -10 | 0.7
COc1ccc(/C=N/NC(=O)CNS(=O)(=O)c2ccccc2)cc1 | -1% | 2% | 6 | 0.5 | -6% | 2% | -1 | 0 | -0.3
O=C(NCC1CCCCC1)c1cccc([N+](=O)[O-])c1 | -14% | 24% | -11 | 0.0 | -1% | 1% | 8 | -5 | -0.4
COC(=O)[C@@H]1CC[C@@](C)(c2ccc(OC)cc2)C1(C)C | -32% | 12%[57.1 µM] | 5 | -0.1 | -8%[57.1 µM] | 4% | -2 | -10 | -0.2
CCOC(=O)c1ccc2nc(C)cc(Nc3ccc(OC(C)C)cc3)c2c1 | -30% | -11% | -1 | -0.1 | -7% | 1% | 2 | . | -1.6
O=C(/C=C/c1ccccc1)Nn1c(-c2cccs2)nc2ccccc2c1=O | -13% | -12% | 22 | 7.2 | -1% | 0% | -6 | 2 | -0.1
O=C(COC(=O)c1ccc(Cl)nc1)NC1CCCCCC1 | -2% | 15% | -2 | -0.5 | -1% | 15% | -1 | 4 | 0.4
Nc1ccn([C@@H]2O[C@H](CO)[C@@H](O)[C@@H]2O)c(=O)n1 | -22% | 14% | 20 | . | 4% | -6% | 1 | . | -0.2
CC1(c2ccccc2)NC(=O)N(CC(=O)Nc2cc3c(cc2Br)OCCO3)C1=O (stereo unspecified) | -12% | -5%[57.1 µM] | -3 | -0.1 | -7%[57.1 µM] | 5% | 2 | -2 | 0.5
O=C(N/N=C/c1ccc(OCc2ccccc2)cc1)c1cc[n+](Cc2ccccc2)cc1 | -14% | 6%[57.1 µM] | 8 | 0.5 | 1%[57.1 µM] | 3% | 3 | -4 | -0.2

Structural class: the compounds so far containing bromine (four)
SMILES | USP1 inh | TrxR1 inh | TRHR PAM | D2 agonist | TrxR1 substrate | mIDH1 inhibitor | PI4K2A inh | D2 antagonist | TRHR ag
O=C(COC(=O)c1n[nH]c2ccccc12)c1cccc(Br)c1 | -8% | -13% | 5 | 1.9 | -12% | 0% | -3 | 7 | 0.9
O=C(Nc1cccc(S(=O)(=O)N2CCCCC2)c1)c1cncc(Br)c1 | -18% | 15% | . | . | -7% | -11% | 0 | . | .
C=CCNC(=S)/C(=C(/[O-])c1ccccc1Br)[n+]1ccccc1 | -19% | 5% | 10 | 2.4 | 9% | 1% | -3 | -2 | 0.2
CC1(c2ccccc2)NC(=O)N(CC(=O)Nc2cc3c(cc2Br)OCCO3)C1=O (stereo unspecified) | -12% | -5%[57.1 µM] | -3 | -0.1 | -7%[57.1 µM] | 5% | 2 | -2 | 0.5
